High-throughput results from PubChem.
AmpC detergent: AmpC beta-lactamase inhibition with detergent present | P00811 | AmpC hydrolysis of nitrocefin, absorbance 480 nm, 0.01% Triton | Potency, µM (series often up to 114 µM), inactives show top-dose activity change, negative = inhibition, usual class: inhibitors | actives 0.041% (n = 370,000) | AID 485294;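 also: 0% = no-compound wells and -100% = no-enzyme wells; nearly all actives have a fitted effect of over 25% in size; some results filed as inactive show a strong effect at the top dose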
Target sequence (P00811 whole entry, looked up): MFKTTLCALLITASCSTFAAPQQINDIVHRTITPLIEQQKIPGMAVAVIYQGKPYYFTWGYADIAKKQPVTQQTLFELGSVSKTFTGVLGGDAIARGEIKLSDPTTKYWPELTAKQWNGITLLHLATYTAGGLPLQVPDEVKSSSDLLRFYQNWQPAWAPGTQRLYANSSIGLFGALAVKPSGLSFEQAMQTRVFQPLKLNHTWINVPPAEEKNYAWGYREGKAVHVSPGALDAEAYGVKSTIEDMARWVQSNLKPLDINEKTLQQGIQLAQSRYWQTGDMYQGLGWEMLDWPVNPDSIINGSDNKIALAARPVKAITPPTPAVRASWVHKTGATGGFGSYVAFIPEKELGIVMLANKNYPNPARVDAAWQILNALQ
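20 mM phosphate pH 7.0 + 0.01% (detergent screen) or 0.0001% Triton X-100; 5.3 nM AmpC reagent; cpd preinc 15 min RT; nitrocefin (800 uM stock) to start; A480 q20 s × 4 min; Activity was normalised to no-enzyme and no-compound control wells.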
AMA1-RON2 inh: inhibitors of Plasmodium falciparum AMA1-RON2 interaction; Potency, µM (highest dose often 58.2 µM), without a hit: at the highest dose activity change, negative = inhibition, actives largely listed as inhibitors; AlphaScreen AMA1-biotinylated RON2 peptide binding; actives 0.2% (n = 360,000); AID 720542;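 also: 0% = vehicle wells and -100% = peptide control; nearly all actives have a fitted effect of over 45% in size; some results filed as inactive show a strong effect at the top dose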
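AMA1 (3D7) with his tag at 25 nM final met compounds first, then biotinylated RON2 peptide at 25 nM; detection used donor plus acceptor beads, 10 µg/mL apiece, read by AlphaScreen after 30 min at room temperature.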
Sm TGR inh: blocks Schistosoma mansoni thioredoxin glutathione reductase; Q962Y6; AID 485364; Potency, µM (doses to about 114 µM), for the others: at the highest dose activity change, negative = inhibition, hits mostly inhibitors; actives 3% (n = 360,000); purified TGR, DTNB reduction, TNB absorbance 405 nm; also: nearly all actives have a fitted effect of over 60% in size
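First, TGR (20 nM dispensed) and NADPH were mixed with compound. Second, a 15 min room-temperature incubation followed. Third, further NADPH and then DTNB were added to start the reaction. Finally, TNB absorbance was monitored kinetically.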
The depositor's hits bear a star; ? = inconclusive; / = not tested or not shown; [ ] = another dose, or the depositor's remark. Calls follow the shape of the dose curve; as a rule, active = well fitted curve in the direction sought with a large enough effect; inconclusive = small, poorly fitted or top-dose-only effect, or another doubt; inactive = no such curve, though single readings can be large; an effect the other way counts as inactive or inconclusive. Unless noted, % is scaled to controls: 0 for no effect and ±100 for the full control effect; potency is read from the fitted curve at half-maximal effect.

No. | Structure | AmpC detergent | AMA1-RON2 inh | Sm TGR inh
1 | Fc1cccc(Cc2c(-c3ccco3)nc3ccc(Cl)cn23)c1 | / | -11% | /
2 | COCCNc1nc(-c2ccccc2CO)c2sc(-c3ccccc3)cc2n1 | / | -2% | /
3 | CCCOc1ccc(F)cc1-c1cc(C(=O)NCc2ccc(C(F)(F)F)cc2)[nH]n1 | / | 0% | /
4 | CCOC(=O)[C@]12Cc3cc(Cl)ccc3[C@H]1N(C1CCCCC1)C(=O)c1ccccc12 | / | 3% | /
5 | O=C(NN=Cc1ccc(O)c(O)c1)c1ccccc1 | / | 9% | /
6 | COc1cc(CCN=Cc2ccccc2O)c([N+](=O)[O-])cc1OC | / | 76%[activator] | /
7 | COc1cc(/C=C/CNC[C@H]2O[C@@H](n3cnc4c(N)ncnc43)[C@H](O)[C@@H]2O)ccc1O | / | 9% | /
8 | C[C@]12CC[C@@H](O)C[C@@H]1CC[C@@H]1[C@@H]2CC[C@]2(C)C(=O)[C@H](O)C[C@@H]12 | / | -5% | /
9 | CCNC(=O)C1(C)CCN(C(=O)c2cccs2)C1 (stereo unspecified) | / | -14% | /
10 | Cc1cc(Cl)ccc1C(O)c1ncc(-c2ccc(F)cc2)[nH]1 (stereo unspecified) | / | -2% | /
11 | Cc1ccc(-c2cnc(C(O)c3ccc(Cl)c(F)c3)[nH]2)cc1 (stereo unspecified) | / | -2% | /
12 | O=C(Nc1cccc(OC(F)(F)F)c1)c1cccc2c(-c3cccnc3)coc12 | / | -5% | /
13 | CN1CCN(c2ncnc3c2ncn3[C@H]2CN(Cc3ccco3)C[C@@H](CO)O2)CC1 | / | -2% | /
14 | Cc1ccc(Cc2c(-c3ccc(F)cc3)nc3c(C)cc(Br)cn23)cc1 | / | -2% | /
15 | Nc1cc(Cl)ccc1CN1C(=O)c2ccccc2C1=O | / | 3% | /
16 | Cc1cc(C(O)c2ncc(-c3ccccc3)[nH]2)ccc1F (stereo unspecified) | / | -5% | /
17 | CCCS(=O)(=O)NC(=O)C1(C)CCN(C(=O)c2ccc3ccccc3n2)C1 (stereo unspecified) | / | 11% | /
18 | OCc1ccccc1-c1cccc2nccn12 | / | 21% | /
19 | COC(=O)C[C@@H]1C[C@H]2c3cc(N(C)C)ccc3O[C@H]2[C@H](CO)O1 | / | -2% | /
20 | COc1ccc(CN2CCC(C(=O)NC(C)c3cccc4ccccc34)CC2)cc1 (stereo unspecified) | / | 4% | /
21 | O=C(NC(c1ccc(Cl)cc1)c1cnccn1)C1CCN(CCCc2ccccc2)CC1 (stereo unspecified) | / | 10% | /
22 | CCN(CC)Cc1cc(Oc2ccc(O)c(CN(CC)CC)c2)ccc1O | / | -8% | /
23 | Cc1cc(C)cc(C(O)c2ncc(-c3ccc(F)cc3)[nH]2)c1 (stereo unspecified) | / | -9% | /
24 | Cc1cc2nc(-c3ccc(Cl)cc3)c(Cc3cccc(F)c3)n2c(C)c1Br | / | -12% | /
25 | CCN(CC)C(=O)c1cccc(-c2csc(C(C)(O)c3ccc(F)c(F)c3)n2)c1 (stereo unspecified) | / | 9% | /
26 | CC(C)C1CN1CC(O)Cn1ccnc1[N+](=O)[O-] (stereo unspecified) | / | 23% | /
27 | CCc1nc2c(OCc3ccc(C(=O)OC)cc3)cccn2c1N(C)C(=O)C(C)C | / | -2% | /
28 | O=C(CSCC(=O)c1ccc([N+](=O)[O-])cc1)c1ccc([N+](=O)[O-])cc1 | / | 31% | /
29 | CSC1=NC=C(C#N)C2=NC(c3ccc(Cl)cc3)NN12 (stereo unspecified) | / | 6% | /
30 | O=C1C(=O)C(Cl)=C(Cl)C(Cl)=C1Cl | / | ? | /
31 | CC1(C)CC(=Cc2cc(O)ccc2[N+](=O)[O-])C(=O)c2ccccc21 | / | -23% | /
32 | CN(Cc1cccc(-c2ccncc2)c1)C(=O)Oc1ccccc1Cc1ccccc1 | / | -11% | /
33 | Cn1c2cc(B(O)O)sc2c2cnn(Cc3c(F)cccc3Cl)c(=O)c21 | 2.5µM* | / | 2%
34 | COc1ccc(C2Nc3ccccc3C(=O)N2Cc2ccccc2)cc1COc1ccc(Cl)cc1Cl (stereo unspecified) | 1% | / | 4%
35 | COc1ccc(-c2cn3c(n2)sc2cc(C(=O)Nc4ccc(C)c(C)c4)ccc23)cc1 | 14% | / | 29%
36 | CCOc1ccc(-c2cn3c(n2)sc2cc(C(=O)NC(C)C45CC6CC(CC(C6)C4)C5)ccc23)cc1 (stereo unspecified) | 13% | / | 7%
37 | CC(=O)N[C@@H](Cc1ccc(O)cc1)C(=O)N[C@H](C(=O)N[C@@H](C)C(=O)N[C@H](C#N)CC(=O)O)C(C)C | -4% | / | 0%
38 | COc1ccc(-c2cn3c(n2)sc2cc(C(=O)Nc4ccc(F)cc4Cl)ccc23)cc1 | 17% | / | 2%
39 | CCOC(=O)Cc1ccc(NC(=O)n2ncc3cc(Cl)ccc32)cc1 | -5% | / | -5%
40 | Cc1ccc(-c2cn3c(n2)sc2cc(C(=O)NC4CCCCC4)ccc23)cc1 | 10% | / | 23%
41 | Nc1ccc(Nc2cc(O)c3ncccc3c2)cc1 | -4% | / | -29%
42 | CCOc1ccc(CNC(=O)c2ccc3c(c2)sc2nc(-c4ccc(OC)cc4)cn23)cc1 | 2% | / | -7%
43 | COc1cc(C2OC(=O)c3c2ccc(OC)c3OC)ccc1O (stereo unspecified) | -13% | / | 28µM*
44 | COc1ccc(CCNC(=O)c2ccc3c(c2)sc2nc(-c4ccc(C)cc4)cn23)cc1OC | -1% | / | -2%
45 | Cn1c2cc(Br)sc2c2cnn(Cc3c(F)cccc3F)c(=O)c21 | 7% | / | 25%
46 | Cc1ccc(-c2cn3c(n2)sc2cc(C(=O)NC4CCCCCC4)ccc23)cc1 | 0% | / | 0%
47 | Cc1ccc(OCCn2c(CCNC(=O)C3CCCCC3)nc3ccccc32)cc1 | 16% | / | 3%
48 | COc1cc(/C=C2\C(=N)N3N=C(S(C)(=O)=O)SC3=NC2=O)ccc1OS(=O)(=O)c1ccccc1 | -4% | / | -31%
49 | COc1ccc(-c2cn3c(n2)sc2cc(C(=O)Nc4cccc(SC)c4)ccc23)cc1 | -4% | / | -5%
50 | Cc1ccc(S(=O)(=O)Cc2nc(-c3ccc(C(=O)NCc4ccccc4F)cc3)oc2C)cc1 | -2% | / | 7.9µM*
51 | O=C(NC1CCCc2ccccc21)c1ccc2c(c1)sc1nc(-c3ccccc3)cn12 (stereo unspecified) | 19% | / | 3%
52 | N#Cc1nc(-c2cccc3ccccc23)oc1NCC#CCOC(=O)c1cccs1 | ? | / | -33%
53 | COc1ccc(N2CCN(c3nc(Nc4ccc(F)cc4)nc(OC)n3)CC2)cc1 | -5% | / | -9%
54 | O=C(NC1CCCCCC1)c1ccc2c(c1)sc1nc(-c3ccccc3)cn12 | 24% | / | -10%
55 | Oc1ccc(CNCc2ccc3c(c2)OCO3)c2cccnc12 | -9% | / | 5.6µM*
56 | Brc1ccc(-c2ccc(C3Nc4cccc5cccc(c45)N3)o2)cc1 | 1% | / | 35µM*
57 | Cn1c2cc(Br)sc2c2cnn(Cc3ccc(F)cc3)c(=O)c21 | -10% | / | 0%
58 | C(=C1/CCCC2=C1Nc1ncnn1C2c1ccccc1)/c1ccccc1 (stereo unspecified) | 0% | / | 0.5µM*
59 | COc1ccc(-c2cn3c(n2)sc2cc(C(=O)NC4CCCc5ccccc54)ccc23)cc1 (stereo unspecified) | 5% | / | 8%
60 | O=S(=O)(c1ccc2c(c1)OCCO2)N1CCN(S(=O)(=O)c2ccc3c(c2)OCCO3)CC1 | ? | / | 0%

Gathered by group: the compounds so far containing a CF3 group (2)
No. | Structure | AmpC detergent | AMA1-RON2 inh | Sm TGR inh
3 | CCCOc1ccc(F)cc1-c1cc(C(=O)NCc2ccc(C(F)(F)F)cc2)[nH]n1 | / | 0% | /
12 | O=C(Nc1cccc(OC(F)(F)F)c1)c1cccc2c(-c3cccnc3)coc12 | / | -5% | /

Additional records
No. | Structure | AmpC detergent | AMA1-RON2 inh | Sm TGR inh
61 | CC(=O)NC(c1ccco1)c1cc(Cl)c2ccc(N(C)C)nc2c1O (stereo unspecified) | 0% | / | 4µM*
62 | CCOC(=O)C1CCCN(C(=O)c2ccc3c(c2)sc2nc(-c4cccc(OC)c4)cn23)C1 (stereo unspecified) | 1% | / | -11%
63 | COc1ccc(-c2cn3c(n2)sc2cc(C(=O)Nc4cc(Cl)ccc4C)ccc23)cc1 | 28% | / | 5%
64 | OCc1cn(Cc2ccc(O)c3ncccc23)cn1 | 1% | / | ?
65 | Cc1ccc(-c2cn3c(n2)sc2cc(C(=O)NCCCc4ccccc4)ccc23)c(C)c1 | 10% | / | 0%
66 | O=C(OCC#CCNc1nnc(-c2cccc3ccccc23)o1)c1cccs1 | -14% | / | 18µM*
67 | CCS(=O)(=O)C1=NN2C(=N)/C(=C\c3ccc(OS(=O)(=O)c4ccccc4)c(OC)c3)C(=O)N=C2S1 | -1% | / | ?
68 | C/C(=C\c1ccccc1)C1Nc2cccc3cccc(c23)N1 | 6% | / | 13µM*
69 | CC(=O)Nc1ccc2nc3c(=O)[nH]c(=O)[nH]c3nc2c1 | 4% | / | -13%
70 | CC1CCCCN1C(=O)Cn1cc(/C=C2/C(=O)Nc3ccccc32)c2ccccc21 (stereo unspecified) | -3% | / | 31%
71 | CN(C)C1CCN(Cc2cc(COCc3ccccc3)c3cccnc3c2O)C1 (stereo unspecified) | -11% | / | 14µM*
72 | Cc1cc2c(s1)c1c(n2C)C(=O)N(Cc2ccccc2F)C1 | ? | / | 1%
73 | c1cncc(CNc2ncnc3ccc(-c4ccco4)cc23)c1 | -5% | / | 8.9µM*
74 | O=C(NCc1ccccc1)c1ccc2c(c1)sc1nc(-c3ccc(F)cc3)cn12 | 21% | / | 4%
75 | Cc1ccc(-c2cn3c(n2)sc2cc(C(=O)NC4CCCc5ccccc54)ccc23)cc1 (stereo unspecified) | -1% | / | 11%
76 | CCOc1ccc(CCNC(=O)c2ccc3c(c2)sc2nc(-c4ccc(F)cc4)cn23)cc1OCC | 16% | / | 0%
77 | O=S(=O)(Nc1ccc(O)c2ccccc12)c1ccc(Br)cc1 | -3% | / | 20µM*
78 | COc1ccccc1CNC(=O)c1ccc2c(c1)sc1nc(-c3ccc(F)cc3)cn12 | 24% | / | 29%
79 | O=C(NC1CCCCCC1)c1ccc2c(c1)sc1nc(-c3ccc(F)cc3)cn12 | 1% | / | -22%
80 | Cc1ccc(-c2cn3c(n2)sc2cc(C(=O)NC4CCCCCC4)ccc23)c(C)c1 | 18% | / | -5%
81 | CCOC(=O)C1CCN(C(=O)c2ccc3c(c2)sc2nc(-c4ccccc4)cn23)CC1 | 25% | / | 5%

Shown with values under each structure: entries from further up
Values run as follows: AmpC detergent, AMA1-RON2 inh, Sm TGR inh
62. CCOC(=O)C1CCCN(C(=O)c2ccc3c(c2)sc2nc(-c4cccc(OC)c4)cn23)C1 (stereo unspecified)
 : 1%, /, -11%
63. COc1ccc(-c2cn3c(n2)sc2cc(C(=O)Nc4cc(Cl)ccc4C)ccc23)cc1
 : 28%, /, 5%
64. OCc1cn(Cc2ccc(O)c3ncccc23)cn1
 : 1%, /, ?
65. Cc1ccc(-c2cn3c(n2)sc2cc(C(=O)NCCCc4ccccc4)ccc23)c(C)c1
 : 10%, /, 0%
66. O=C(OCC#CCNc1nnc(-c2cccc3ccccc23)o1)c1cccs1
 : -14%, /, 18µM*
67. CCS(=O)(=O)C1=NN2C(=N)/C(=C\c3ccc(OS(=O)(=O)c4ccccc4)c(OC)c3)C(=O)N=C2S1
 : -1%, /, ?
68. C/C(=C\c1ccccc1)C1Nc2cccc3cccc(c23)N1
 : 6%, /, 13µM*
69. CC(=O)Nc1ccc2nc3c(=O)[nH]c(=O)[nH]c3nc2c1
 : 4%, /, -13%
70. CC1CCCCN1C(=O)Cn1cc(/C=C2/C(=O)Nc3ccccc32)c2ccccc21 (stereo unspecified)
 : -3%, /, 31%
71. CN(C)C1CCN(Cc2cc(COCc3ccccc3)c3cccnc3c2O)C1 (stereo unspecified)
 : -11%, /, 14µM*
72. Cc1cc2c(s1)c1c(n2C)C(=O)N(Cc2ccccc2F)C1
 : ?, /, 1%
73. c1cncc(CNc2ncnc3ccc(-c4ccco4)cc23)c1
 : -5%, /, 8.9µM*
74. O=C(NCc1ccccc1)c1ccc2c(c1)sc1nc(-c3ccc(F)cc3)cn12
 : 21%, /, 4%
75. Cc1ccc(-c2cn3c(n2)sc2cc(C(=O)NC4CCCc5ccccc54)ccc23)cc1 (stereo unspecified)
 : -1%, /, 11%
76. CCOc1ccc(CCNC(=O)c2ccc3c(c2)sc2nc(-c4ccc(F)cc4)cn23)cc1OCC
 : 16%, /, 0%
77. O=S(=O)(Nc1ccc(O)c2ccccc12)c1ccc(Br)cc1
 : -3%, /, 20µM*

Only part of the results is shown. The share of hits here may be higher or lower than overall.
